Source: PubChem BioAssay
S1P4 agonist – human S1P4 receptor agonism. S1P4-expressing cell line, agonist reporter assay. activation, % at 4.98 µM. O95977. 220,000 tested, 0.35% active; in the data active = activation above about 11%;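 note: 0% = DMSO vehicle and 100% = reference agonist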
NPY1 pot ag – human NPY-Y1 potentiation or agonism, primary screen | P25929 | NPY-Y1 expressing cells, potentiator/agonist activation | activation, % at 3.6 µM | 220,000 tested, 0.37% active | AID 1304; in the data active = activation above about 33%, passing the limit was not always enough;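 note: cells stimulated with NPY at EC10 then isoproterenol at EC100; 0% = low agonist plus stimulus and 100% = saturating agonist plus stimulus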
Target sequence (P25929 whole entry, looked up): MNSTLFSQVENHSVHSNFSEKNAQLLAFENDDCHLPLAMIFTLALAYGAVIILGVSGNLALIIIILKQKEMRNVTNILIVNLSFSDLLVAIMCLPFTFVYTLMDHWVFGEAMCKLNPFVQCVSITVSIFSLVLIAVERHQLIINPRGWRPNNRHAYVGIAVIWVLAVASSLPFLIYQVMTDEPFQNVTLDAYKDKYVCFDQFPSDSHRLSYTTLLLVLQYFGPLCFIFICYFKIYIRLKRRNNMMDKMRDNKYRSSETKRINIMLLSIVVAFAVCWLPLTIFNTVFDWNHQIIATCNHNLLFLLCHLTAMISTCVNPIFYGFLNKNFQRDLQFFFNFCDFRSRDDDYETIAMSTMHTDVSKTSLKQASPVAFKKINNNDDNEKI
CHOP inhibitor – CHOP inhibition in unfolded protein response | inhibition, % at 10 µM | CHO-K1 CHOP-promoter luciferase, tunicamycin-induced, 15-18 h | 220,000 tested, 3.8% active;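 active = compounds that reduced the stress-induced luciferase reporter signal by more than about 70% of percent inhibition, limit read from the data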;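 note: 0% = tunicamycin plus vehicle and 100% = wells without tunicamycin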
NPY2 pot ag – potentiates or activates human NPY-Y2 receptor | P49146 | cells expressing NPY-Y2, potentiator/agonist read-out | activation, % at 3.6 µM | 220,000 tested, 0.45% active | AID 1359; in the data active = activation above about 27%;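 note: cells stimulated with NPY near EC25 plus isoproterenol at EC100; 0% = vehicle plus submaximal agonist and 100% = vehicle plus saturating agonist; some results beyond the cut were filed as inactive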
zfTRPN1 agonist – agonists of zebrafish TRPN1 channel. HEK293 zebrafish TRPN1-YFP, Fluo-8 calcium fluorescence; 100% = response to 87 µM carbachol. AID 1424. activation, % at 3 µM. 220,000 tested, 0.18% active;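 active = activation above its plate's cutoff, the mean activation of test wells on that plate plus 3 SD, cut at about 19% in these data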;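 note: 0% = DMSO alone and 100% = 87 µM carbachol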
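System: zebrafish TRPN1-YFP in HEK293 cells / Dosing: 3 µM single point / Timing: dye loading 1 h at 37 °C, then 30 min room temperature / Signal: Fluo-8 calcium fluorescence, excitation 470-495 nm, emission 515-575 nm / Read-out basis: percent activation from peak over basal fluorescence ratio, control-normalized / Control set: high carbachol 87 µM, low DMSO alone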
NPY Y1 blocker – blocks the human neuropeptide Y Y1 receptor | inhibition, % at 3.6 µM | AID 1040 | 200,000 tested, 1% active | HEK293-CNG Y1 cells, membrane potential fluorescence; NPY at EC95, then isoproterenol | P25929;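 active = inhibition above the campaign mean inhibition of all tested compounds plus 3 SD, cut at about 20% in these data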;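 note: 0% = DMSO wells given NPY plus isoproterenol and 100% = isoproterenol alone without NPY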
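Assay system: HEK293 Y1/CNG channel cell line; Doses: single compound dose of 3.6 µM, 0.4% DMSO; Timing: dye 3 h, compound 60 min room temperature, stimulation 45 min; Technique: Membrane-potential fluorescent dye readout; Measure: % inhibition of NPY effect.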
EP2 mod – modulates human prostaglandin E2 receptor EP2 signaling; P43116; AID 940; EP2-expressing cells, cAMP HTRF FRET, PGE2 co-stimulation; induction, % at 25 µM; 260,000 tested, 0.83% active;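 active = compounds whose cAMP rise, as percent of the full-agonist control response, exceeds 60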;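 note: rat C6 glioma line stably carrying human EP2 under a CMV promoter; the protocol text gives 20 µM as final concentration; 100% = response of wells given 1 µM PGE2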
Target sequence (P43116 whole entry, looked up): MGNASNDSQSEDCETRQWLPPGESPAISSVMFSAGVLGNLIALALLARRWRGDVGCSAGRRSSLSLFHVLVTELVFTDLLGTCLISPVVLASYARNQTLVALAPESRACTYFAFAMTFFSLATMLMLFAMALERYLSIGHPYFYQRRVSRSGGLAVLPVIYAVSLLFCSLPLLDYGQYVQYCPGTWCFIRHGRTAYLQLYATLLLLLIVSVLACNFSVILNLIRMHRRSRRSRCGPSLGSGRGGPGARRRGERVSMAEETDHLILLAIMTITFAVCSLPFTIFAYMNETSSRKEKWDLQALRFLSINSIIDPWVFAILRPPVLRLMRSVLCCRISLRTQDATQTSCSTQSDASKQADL
TRPML3 ag – activates the human TRPML3 channel; Q8TDD5; HEK293 TRPML3-YFP, Fluo-8 calcium fluorescence; 100% = the carbachol control signal; activation, % at 3 µM; 220,000 tested, 0.29% active;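 active = activation above its plate's cutoff, the mean activation of the plate's test wells plus 3 SD, cut at about 12% in these data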;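 note: 0% = DMSO only wells and 100% = carbachol wells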
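Test system: TRPML3-YFP stable HEK293 cells. Doses: single point at 3 µM. Incubation: dye loading 1 h 37 °C then 30 min ambient, 125 s read. Signal: Fluo-8 calcium dye fluorescence, ex 470-495, em 515-575 nm. Measure: percent activation from peak-to-basal fluorescence ratio, scaled between DMSO and carbachol.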
S1P4 antagonist – blocks the human S1P4 receptor; O95977; S1P4-expressing cells, antagonist mode, reporter read-out; inhibition, % at 4.98 µM; 220,000 tested, 0.26% active; in the data active = inhibition above about 29%;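 note: 0% = wells stimulated with agonist and 100% = vehicle wells without agonist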
An asterisk follows results filed as active; · = not tested or not shown; & = joins results of further samples.

cpd	smiles	S1P4 agonist	NPY1 pot ag	CHOP inhibitor	NPY2 pot ag	zfTRPN1 agonist	NPY Y1 blocker	EP2 mod	TRPML3 ag	S1P4 antagonist
1	O=C(c1nc2ccccn2c1CNCC1OCCc2ccccc21)N1CCOCC1 (configuration not stated)	-0.3	-2	1	9	0.7	7	15	0.3	7
2	Cc1ccc(NC(=O)CC2SC(=Nc3ccc(O)cc3)NC2=O)cc1 (configuration not stated)	0.3	7	15	4	0.4	2	-3	0.3	-2
3	C/C(=C\C(=O)C(F)(F)F)Nc1ccc(C(F)(F)F)cc1	-1.5	3	46	8	1.3	3	32	1.4	3
4	COc1ccc(C(=O)Nc2cccc(N(C)S(C)(=O)=O)c2)cc1OC	0.2	-17	-8	-4	1.8	3	-25	0.1	-3
5	COc1ccc(CCNC(=O)COC(=O)Cn2cnc3ccccc3c2=O)cc1	0.8	32	-10	13	-0.2	·	-15	0.8	2
6	CO/N=C/C(=N\Nc1ccc(OC)cc1)C(=O)c1ccc(F)cc1	0.4	2	32	-1	0.2	1	43	0.0	-8
7	Cc1ccc(C(=O)Nc2ccccc2-c2ccccc2)cc1S(=O)(=O)Nc1cccc(C)c1C	0.7	-4	22	-25	-0.2	4	32	0.5	-2
8	CCOC(CCn1c(SCC(=O)Nc2cc(C)on2)nc2ccccc2c1=O)OCC	-0.7	-10	14	-7	-1.6	2	23	0.5	-4
9	CC1(C)CC(=O)C/C(=N/NC(=O)COc2ccc(Cl)cc2Cl)C1	0.2	17	13	-13	0.0	·	17	0.3	1
10	O=C(NCc1ccncc1)Nc1ccccc1F	-0.9	4	2	-7	0.9	-1	8	0.4	-5
11	COCCN1C=C(C(=O)OC)C(c2ccc3c(c2)OCO3)C(C(=O)OC)=C1	-1.3	-20	13	8	-0.8	-4	5	-0.1	7
12	O=c1c(-c2nnc(SCc3ccc(Cl)c(Cl)c3)o2)cccn1Cc1ccccc1	-2.0	-5	32	-5	0.4	-2	30	-0.1	0
13	CCOC(=O)C1CCCN(CC(=O)Nc2cccc(C(C)=O)c2)C1 (configuration not stated)	1.6	-3	15	-6	1.5	2	23	0.7	-14
14	Cn1c(=O)c2[nH]c(-c3ccccc3O)nc2n(C)c1=O	-0.4	-2	10	2	0.8	-4	9	0.3	-22
15	Cc1cc(C)cc(OCc2nnc(SCC(=O)c3ccc(Br)cc3)o2)c1	-2.6	-21	69	4	-1.1	10	19	-0.7	9
16	COc1ccc(/C=C(/C#N)C(=O)Nc2cccnc2)cc1OC	1.4	7	-6	-3	0.6	3	15	0.6	-1
17	COc1cccc(C2/C(=C(/O)c3ccc(F)cc3)C(=O)C(=O)N2CCN(C)C)c1 (configuration not stated)	-0.5	-8	-5	-13	-0.6	2	-3	0.3	-1
18	CC(Cl)C(=O)NC(=O)NC12CC3CC(CC(C3)C1)C2 (configuration not stated)	0.1	12	12	19	2.1	-4	10	2.2	-3
19	O=C(C1CCCCC1)N1CCC(c2nc3ccccc3[nH]2)CC1	-0.2	-4	21	24	1.5	2	-16	0.2	-7
20	O=C(CSC1=NC2(CCCCCC2)N=C1c1ccccc1)Nc1ccc2c(c1)OCCO2	0.5	-20	-18	0	-1.3	6	20	-0.8	10
21	COc1ccc(C(=S)N2CCN(c3ccccc3C)CC2)cc1	0.7	-6	16	-21	-3.4	·	-44	-0.6	-4
22	O=C(Cc1ncc(C(F)(F)F)cc1Cl)N1CCN(c2ccccn2)CC1	0.5	13	17	-5	1.1	10	21	0.6	6
23	Oc1cc2c(cc1CN1CCN(c3cccc(C(F)(F)F)c3)CC1)CCC2	0.7	11	-2	3	0.6	-3	5	0.8	1
24	CSc1ccccc1NC(=O)c1cc(CC(C)C)on1	0.7	-7	75*	-3	-1.1	12	19	0.0	-26
25	Cc1ccc(C2C(C#N)=C(N)Oc3cc4c(cc32)OCO4)cc1 (configuration not stated)	2.1	-14	45	-6	-0.7	0	16	0.5	-16
26	OC(CNCc1ccccc1)Cn1ccc2ccccc21 (configuration not stated)	0.9	9	37	5	-2.7	7	-25	0.9	-26
27	CCOC(=O)c1cn(CC(=O)Nc2ccccc2C(=O)OCC)nn1	1.6	2	40	-3	0.7	0	26	-0.7	0
28	C=CCNC(=O)c1ccc(C(=O)c2ccccc2)cc1	0.9	21	23	3	1.3	-1	-12	0.8	-13
29	CCOc1ccc2nc(C)cc(Nc3ccc4c(c3)OCCO4)c2c1	-0.1	3	-61	-2	-1.3	20	-54	-0.1	-1
30	C[N+](C)(C)CCCN1C(=O)CCCC1=O	1.7	-4	-5	-4	1.6	1	20	0.6	-7
31	O=C(/C=C/Nc1ccc(F)cc1)c1ccco1	-1.0	-17	25	10	-1.0	-2	11	0.5	-19
32	O=[N+]([O-])c1ccc(OCc2cccc(COc3ccc([N+](=O)[O-])cc3)n2)cc1	0.0	-25	83*	1	1.5	1	-5	0.8	-23
33	CC(C)(O)C#Cc1ccc(C(=O)N2CCN(C(=O)c3ccco3)CC2)cc1	1.8	5	-15	12	0.0	-4	13	0.5	-20
34	Cc1ccccc1Nc1nc(N)nc(CSc2nncn2C)n1	-2.1	13	-5	4	-0.6	-1	4	1.0	3
35	CCNC(=O)CC1SC(=Nc2ccc(C)cc2)N(CC)C1=O (configuration not stated)	-0.8	2	8	-9	-0.5	-5	-7	0.4	-10
36	COc1ccc(CCC(=O)N2CCN(S(=O)(=O)c3ccc4ccccc4c3)CC2)cc1	1.9	-3	51	-11	-1.6	0	12	0.5	-5
37	Cc1ccc(S(=O)(=O)Nc2ccc(NC(=O)CN3CCCCC3)c(Cl)c2)cc1	1.7	-19	95*	-9	-0.7	17	20&16	-1.2	2
38	COc1ccc(C2CC(=O)N3CN(c4ccc(C)c(Cl)c4)CSC3=C2C#N)cc1 (configuration not stated)	0.8	8	29	16	0.3	5	4	0.3	-15
39	Cc1cccc(N2CCN(Cc3cc(=O)n4ccsc4n3)CC2)c1C	-1.1	8	18	-4	1.9	3	-1	0.4	-6
40	CC(=O)N(CCCN1CCOCC1)Cc1ccncc1	-1.7	0	-9	-4	-0.1	17	19	0.9	11
41	O=C(Cn1ncc2c(=O)oc3ccccc3c21)NCCN1CCN(c2ccccc2F)CC1	-0.2	-3	6	6	-0.8	6	23	0.1	-16
42	CCOC(=O)N1CCC(Nc2cccc(SC)c2)CC1	1.2	-2	4	-6	2.2	-6	5	-0.4	5
43	COc1ccc(/C(=C/Nc2cccc(Br)c2)C(C)=O)cc1OC	-0.6	-32	-5	-27	-1.6	1	-40	0.0	16
44	Cc1cc(Nc2ccc(Br)cc2F)n2ncnc2n1	1.9	-19	21	5	-0.3	-2	17	0.1	-2
45	O=C(Cc1ccccc1Cl)N1CCN(c2ccccn2)CC1	0.4	9	13	7	2.1	5	-30	1.0	-10
46	CN(CC(=O)NC1CCCCCCC1)S(=O)(=O)c1cccc2cccnc12	-0.3	1	22	-7	2.4	1	-17	-0.5	-11
47	CCn1nc(NC(=O)C2CCCO2)c2cc3cccc(C)c3nc21 (configuration not stated)	3.2	6	39	2	-1.9	·	12	-1.0	-5
48	CC(=O)NCc1cc(-c2nn(C)c(=O)c3ccccc23)ccc1C	1.1	8	34	-7	0.8	1	16	-0.1	-7
49	COC(=O)Cn1cnc(=O)c(C#N)c1/C=C/N(C)C	1.4	6	9	-5	0.3	-1	22	0.8	-8
50	COC(=O)c1ccccc1NC(=O)Nc1cccnc1	-0.9	-7	0	-20	0.8	-1	14	1.2	6
51	CCOC(=O)CSc1ccc2ccccc2n1	0.6	-32	7	-12	0.0	6	42	0.4	10
52	O=C(CSCc1ccc(Cl)cc1)NCC1CCCO1 (configuration not stated)	-0.1	-27	-6	16	-0.2	3	-34	0.6	-8
53	Cn1c(=O)[nH]c(=O)c2c1nc(Br)n2CCCO	0.4	14	-5	-20	-0.1	0	-2	-0.5	-12
54	COc1ccc(C=O)cc1Cn1ccnc1	-0.7	7	4	0	0.2	3	26	0.3	-2
55	Cc1ccc(NC(NC(=O)c2cccs2)C(Cl)(Cl)Cl)cc1 (configuration not stated)	-2.5	12	43	5	2.3	-2	-66	1.2	0
56	COc1ccccc1C1CCN(Cc2cccc([N+](=O)[O-])c2)CC1	1.8	-3	8	-12	-2.5	·	36	-0.3	-8
57	CCOC(=O)c1sc(NC(=O)COC(=O)C(CCSC)NC(C)=O)nc1C (configuration not stated)	-1.1	-31	-16	3	-0.1	0	9	0.6	-14
58	CCNC(=S)N1CCC(C(=O)c2ccc3c(c2)OCCO3)CC1	1.1	-1	0	-1	0.9	3	-21	1.3	-3
59	COc1cc(NC(=O)N[C@H](C(=O)O)C(C)C)cc(OC)c1	0.7	-6	2	6	-0.3	-1	9	0.0	6
60	Cc1ccnc(NC(=O)c2c(-c3ccccc3Cl)noc2C)c1	-1.5	5	-8	6	-1.1	-2	0	-0.2	0

The closing 2 entries of the part above open the next one:
cpd	smiles	S1P4 agonist	NPY1 pot ag	CHOP inhibitor	NPY2 pot ag	zfTRPN1 agonist	NPY Y1 blocker	EP2 mod	TRPML3 ag	S1P4 antagonist
59	COc1cc(NC(=O)N[C@H](C(=O)O)C(C)C)cc(OC)c1	0.7	-6	2	6	-0.3	-1	9	0.0	6
60	Cc1ccnc(NC(=O)c2c(-c3ccccc3Cl)noc2C)c1	-1.5	5	-8	6	-1.1	-2	0	-0.2	0
61	Cc1cccc(OCCCn2ccnc2)c1	0.4	-3	0	12	-2.3	5	11	0.2	-8
62	CC(c1ccccc1)n1cc(C(=O)NCc2ccncc2)nn1 (configuration not stated)	-3.0	7	1	-8	0.7	2	15	0.6	0
63	CC(OC(=O)c1ccc2c(=O)n3c(nc2c1)CCCCC3)C(=O)Nc1ccc(Cl)cn1 (configuration not stated)	0.6	14	60	-12	-0.1	0	15	0.8	-4
64	CCOC(=O)c1c(CN2CCC(C)CC2)oc2ccc(OC)cc12	-1.3	-30	2	4	-0.5	11	17	-0.5	-11
65	COCCNC(=O)/C(C#N)=c1\s/c(=C\c2ccccc2OC(F)F)c(=O)n1Cc1ccccc1	12*	21	95*	1	1.2	4	7	1.0	-9
66	CCn1c(SCC(N)=O)nnc1-c1ccco1	0.0	-12	19	5	0.6	-4	12	1.0	-24
67	CC(C(=O)NC1CC1)c1ncc(C(F)(F)F)cc1Cl (configuration not stated)	-3.2	1	3	-3	-0.8	-3	-18	0.1	3
68	O=C(NC(=S)Nc1ccc(Cl)cc1)c1ccccc1	1.1	-20	-15	1	2.2	·	-27	1.2	4
69	CN(C)S(=O)(=O)N1CCC(CO)(CCc2ccccc2)CC1	-1.0	25	59	4	1.5	9	-12	1.0	-1
70	COc1ccc(CC(=O)N2CCc3cc(OC)c(OC)cc3C2O)cc1OC (configuration not stated)	-1.2	27	-5	2	1.9	·	19	0.7	-2
